TPT1 inhibitor: blocks Candida albicans tRNA 2'-phosphotransferase; recombinant caTPT1, FP RNA substrate dephosphorylation; inhibition, % at 5 µM; actives 0.81% (n = 300,000);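 active = inhibition above the mean of all tested compounds plus 3 SD, set per screening campaign, cut at about 24% in these data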;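 also: plate controls were DMSO alone for no effect and ferristatin control at 100 nM for full effect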
JMJD2C inh: blocks human GASC-1 demethylase activity; AID 2099; GST-JMJD2C(1-420) H3K9me3 demethylation, DELFIA europium; inhibition, % at 2.35 µM; actives 0.069% (n = 330,000); Q9H3R0;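 active = more than half of a compound's replicate wells show inhibition beyond 50%, single wells judged on their own value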;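 also: signal counts dimethyl H3K9 product captured on neutravidin plate; 0% = median of DMSO wells and 100% = 0.3 times that DMSO median; strong numbers were not always called active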
EBNA-1 inh: blocks EBNA-1 binding to DNA. EBNA-1 DNA binding, fluorescence polarization. inhibition, % at 14.8 µM. actives 0.34% (n = 300,000); in the data active = inhibition above about 28%
HCV core dimer: blocks dimerization of HCV core protein; AID 1899; inhibition, % at 5 µM; actives 0.33% (n = 300,000); TR-FRET GST/Flag-core106 dimerization, 1536-well;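 active = inhibition above the mean of all tested compounds plus 3 SD, set per screening campaign, cut at about 45% in these data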
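System: GST-tagged and Flag-tagged HCV core protein residues 1-106 / Input: core106 proteins, GST 13.5 nM and Flag 17 nM / Buffer or medium: KF-containing HEPES buffer, pH 7.45, DTT, CHAPS, BSA / Probe or stimulus: Eu-anti-GST and XL665-anti-Flag labelled anti-tag antibodies / Schedule: 4 h, 22.5 °C incubation / Technique: TR-FRET 671 and 617 nm emission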
ZTA DNA inh: counter-screen for EBNA-1 inhibitors: inhibitors of Epstein-Barr virus ZTA; P03206; ZTA-DNA binding, fluorescence polarization; inhibition, % at 11 µM; actives 0.15% (n = 320,000); in the data active = inhibition above about 33%
Target sequence (P03206 whole entry, looked up): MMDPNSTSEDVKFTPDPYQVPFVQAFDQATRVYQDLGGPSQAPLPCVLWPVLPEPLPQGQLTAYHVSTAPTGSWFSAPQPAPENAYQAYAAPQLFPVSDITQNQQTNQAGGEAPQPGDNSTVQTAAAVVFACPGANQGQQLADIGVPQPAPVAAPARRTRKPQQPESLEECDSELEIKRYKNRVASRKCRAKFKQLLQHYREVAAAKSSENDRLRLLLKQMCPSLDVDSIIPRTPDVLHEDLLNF
PP5 primary: inhibitors of human protein phosphatase 5 (PP5); purified PP5c, OMFP substrate fluorescence; inhibition, % at 6.7 µM; actives 0.18% (n = 320,000);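 active = inhibition above the campaign's mean inhibition across all tested compounds plus 3 SD, cut at about 9.5% in these data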;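 also: 0% = DMSO only and 100% = 100 µM cantharidin control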
Target sequence (P53041 whole entry, looked up): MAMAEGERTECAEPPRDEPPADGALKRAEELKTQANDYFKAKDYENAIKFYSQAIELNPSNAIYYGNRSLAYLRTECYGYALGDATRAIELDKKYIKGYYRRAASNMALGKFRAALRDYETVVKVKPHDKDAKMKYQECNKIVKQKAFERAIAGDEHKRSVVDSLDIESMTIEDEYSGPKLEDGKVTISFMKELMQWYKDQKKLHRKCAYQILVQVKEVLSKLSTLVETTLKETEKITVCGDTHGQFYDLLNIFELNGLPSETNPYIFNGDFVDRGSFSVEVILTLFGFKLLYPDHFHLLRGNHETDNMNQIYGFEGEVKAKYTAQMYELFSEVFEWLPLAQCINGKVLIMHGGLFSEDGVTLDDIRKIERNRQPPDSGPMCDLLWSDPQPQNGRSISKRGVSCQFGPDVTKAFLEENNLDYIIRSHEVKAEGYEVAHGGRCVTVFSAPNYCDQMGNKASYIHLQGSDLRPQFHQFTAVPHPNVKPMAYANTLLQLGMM
Fh CTSL1 inh: counter-screen for PFM18AAP inhibitors: inhibitors of F. hepatica cathepsin L1; inhibition, % at 5.96 µM; recombinant F. hepatica cathepsin L1, Z-Leu-Arg-MCA fluorescence; AID 1906; actives 0.49% (n = 300,000);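 active = inhibition above the mean of all tested compounds plus 3 SD, set per screening campaign, cut at about 17% in these data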;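 also: 0% = plate median of test compound wells and 100% = 1 µM Z-Phe-Ala-diazomethylketone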
PP1 counter: blocks human PP1-alpha phosphatase, a PP5 counter-screen. P62136. purified PP1alpha, OMFP fluorescence. inhibition, % at 6.7 µM. actives 0.9% (n = 320,000). AID 2235;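 active = inhibition above the mean inhibition of all tested compounds plus 3 SD, computed separately for each screening campaign, cut at about 15% in these data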
Target sequence (P62136 whole entry, looked up): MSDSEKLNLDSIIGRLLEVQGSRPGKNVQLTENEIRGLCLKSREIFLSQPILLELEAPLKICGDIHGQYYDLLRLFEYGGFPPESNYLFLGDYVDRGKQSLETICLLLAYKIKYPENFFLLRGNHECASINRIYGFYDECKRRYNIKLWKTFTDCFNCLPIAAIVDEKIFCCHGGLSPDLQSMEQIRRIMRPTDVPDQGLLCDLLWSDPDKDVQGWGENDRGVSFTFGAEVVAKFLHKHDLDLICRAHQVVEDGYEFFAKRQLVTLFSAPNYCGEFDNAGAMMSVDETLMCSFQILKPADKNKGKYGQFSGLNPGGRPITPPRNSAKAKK
CR mimetic SO: yeast age-related superoxide inhibition as caloric restriction mimetic; superoxide response (% of plate mean), % at 10 µM; actives 0.18% (n = 330,000); AID 2690; S. cerevisiae aged cells, superoxide DHE fluorescence; hits give low values;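 active = superoxide response under a set limit, about three screen SD below normal, cut at about 65% in these data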;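 also: yeast aged for seven days with compound at 30 °C before DHE staining; 100% = average MFI of all compound-treated wells on the plate with controls excluded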
Starred values were filed as active, the others as inactive; i = inactive; nt = not tested or not shown.

The opening 3 entries, ahead of the listing:
Results follow in this order: TPT1 inhibitor	JMJD2C inh	EBNA-1 inh	HCV core dimer	ZTA DNA inh	PP5 primary	Fh CTSL1 inh	PP1 counter	CR mimetic SO
COc1ccc(C2CC(c3ccccc3)=NN2S(=O)(=O)c2ccc(C)cc2)c(OC)c1 (configuration not stated)
    -2	0	7	10	-6	0.4	3	5	94
Cc1cc(OC(=O)c2c(C)cc(O)cc2O)cc(O)c1C(=O)O
    0	nt	10	1	-2	-0.6	3	-2	85
COc1ccccc1C(=O)NC(=O)COC(=O)CNC(=O)c1ccc(Cl)c([N+](=O)[O-])c1
    0	-5	-3	-4	0	0.0	-14	27*	108

This part in full, from the start:
Results follow in this order: TPT1 inhibitor	JMJD2C inh	EBNA-1 inh	HCV core dimer	ZTA DNA inh	PP5 primary	Fh CTSL1 inh	PP1 counter	CR mimetic SO
COc1ccc(C2CC(c3ccccc3)=NN2S(=O)(=O)c2ccc(C)cc2)c(OC)c1 (configuration not stated)
    -2	0	7	10	-6	0.4	3	5	94
Cc1cc(OC(=O)c2c(C)cc(O)cc2O)cc(O)c1C(=O)O
    0	nt	10	1	-2	-0.6	3	-2	85
COc1ccccc1C(=O)NC(=O)COC(=O)CNC(=O)c1ccc(Cl)c([N+](=O)[O-])c1
    0	-5	-3	-4	0	0.0	-14	27*	108
COc1ccc(C(=O)N2CCCC2(C#N)c2ccccc2)cc1[N+](=O)[O-] (configuration not stated)
    -4	7	9	10	5	-0.6	-9	-4	98
Cc1ccnc(NC(=O)c2ccccc2NC(=O)C(C)(C)C)c1
    0	8	-16	-1	-7	4.0	1	1	105
NS(=O)(=O)c1ccc(CCNC(=O)/C=C/c2cccc([N+](=O)[O-])c2)cc1
    3	-203	0	1	7	1.0	1	-1	105
COc1cc(NC(=O)C/C(C)=N/NC(=O)c2cccs2)c(OC)cc1Cl
    -1	8	1	-4	5	3.0	-2	-1	94
CC(NCc1ccc2c(c1)OCO2)C(=O)NC1CCCCC1 (configuration not stated)
    -11	-18	-4	0	-12	4.5	4	1	129
COCc1[nH][nH]c(=O)c1C=Nc1ccc(Oc2ccccc2)cc1
    -2	-3	5	-3	1	2.2	4	-2	76
Cc1ccc(C)c(C(=O)N(C)CC(=O)Nc2ccccc2C(F)(F)F)c1
    0	102	1	-3	-3	-0.4	-5	5	91
CC12CCC(C(N)=O)(C1Br)C2(C)C (configuration not stated)
    -3	-5	1	7	-7	1.0	-2	-5	92
Cc1cc(C)nc(/N=C(\N)Nc2ccc3c(c2)OCCO3)n1
    1	8	-8	0	-8	0.7	4	1	101
COc1ccc(OC)c(NC(=O)Nc2cccc(Cn3cccn3)c2)c1
    -1	-2	4	-2	18	5.3	2	2	99
C=CCOc1ccc(/C(O)=C2/C(=O)C(=O)N(CCN3CCOCC3)C2c2ccc(C)cc2)cc1 (configuration not stated)
    -2	12	-5	-2	-6	2.3	-2	4	97
O=C(Nc1ccccc1N1CCOCC1)c1ccc2c(c1)OCCO2
    6	1	-4	-5	-8	2.7	-5	-3	92
CCCCCNC(=O)c1ccc2c(=O)n(CCCOCC)c(=S)[nH]c2c1
    -2	4	-4	-89	13	2.8	-1	0	102
C[N+]1(C2CCC3CCCC2C3O)CCCC1 (configuration not stated)
    3	9	17	0	8	2.5	-3	5	103
COc1ccc(Nc2nc(N)nc(CN3CCN(c4ccccn4)CC3)n2)cc1
    0	-5	4	-4	-4	0.0	-5	-1	93
Cc1ccc(S(=O)(=O)N2CCN(C(=O)CCn3cncn3)CC2)cc1
    -4	11	3	-23	-5	3.4	-3	-1	96
COc1ccc2cc(-c3[nH]ncc3CN3CCCN(c4ccccc4)CC3)ccc2c1
    2	-4	-1	-3	-8	3.5	3	4	99
COc1ccc(CNC(=O)c2cnc3n(c2=O)CCS3)cc1
    -3	1	3	-7	3	-2.2	-4	-7	92
COc1ccc(-n2nnnc2/C(=C/N(C)C)C(=O)c2ccccc2)cc1
    1	-3	2	4	5	1.9	-1	0	111
CCn1c(=O)c([N+](=O)[O-])c(N2CCSCC2)c2ccccc21
    0	-8	-9	-3	0	1.1	10	1	85
COCCNC(=O)CSc1nc2ccccc2c(=O)n1-c1cccc(OC)c1
    -8	-7	7	-1	0	0.1	3	-2	110
O=C(O)/C=C/C(=O)Nc1ccc(NC(=O)c2ccccc2)c(Cl)c1
    -3	-4	-10	2	-14	-0.2	-1	-8	99
CC(C)CNC(=S)Nc1ccc(F)cc1
    -2	-12	0	2	8	-0.8	-2	-3	119
COc1ccc(-c2noc(=O)n2Cc2cc(C)ccc2C)cc1
    -6	9	-1	3	4	0.3	1	4	122
COc1cc(/C=C/c2nc(N)nc(-c3ccccc3O)n2)cc(OC)c1OC
    0	-3	9	0	13	4.1	1	0	111
COc1ccc(CNC(=O)C(C#N)c2nc3ccccc3nc2N2CCCC2)cc1 (configuration not stated)
    -46	-5	3	-1	-1	0.4	0	3	107
CC1CCN(S(=O)(=O)c2ccc(S(=O)(=O)NCc3ccco3)cc2)CC1
    0	-2	2	0	-9	-1.4	-1	-3	106
C=CCn1c(-c2ccccc2)cc(SC)c(C#N)c1=O
    -5	2	2	8	8	0.0	-1	-1	103
Clc1ccc(Nc2nc3cccnc3s2)cc1
    -1	-9	6	1	6	3.6	6	1	114
CC1CCCCN1C(=O)COC(=O)C1CCN(S(=O)(=O)c2ccc3c(c2)OCCO3)CC1 (configuration not stated)
    -2	-44	0	2	1	0.9	-5	-1	147
CCS(=O)(=O)NCc1cn2c(C)csc2n1
    2	8	7	-3	0	-0.5	5	0	91
CCCCOC(=O)Nc1ccc(N2CCCCC2)cc1
    1	5	2	3	-4	-0.2	-3	-4	98
O=C(N/N=C/c1cc(O)ccc1[N+](=O)[O-])c1ccc2c(c1)OCCO2
    2	3	-4	-2	1	-0.1	-3	-1	119
CC(C)c1ccc(NC(=S)NC2CC3C=CC2C3)cc1 (configuration not stated)
    -1	-7	-2	4	15	2.0	0	-3	114
C=CCNC(=O)CSc1nnc(-c2ccncc2)n1CCc1ccccc1
    1	-8	-11	4	0	2.5	-1	-2	109
Cc1ccc(S(=O)(=O)N/N=C\c2ccc3c(c2)OCO3)cc1
    0	10	4	-1	-8	2.1	0	5	99
Fc1ccccc1COc1ccc2ccccc2c1CNc1nn[nH]n1
    0	3	-5	11	10	0.4	-1	-1	98
Cc1ccccc1N1CCN(C2CCCN(C(=O)CCC(=O)N(C)C)C2)CC1 (configuration not stated)
    0	-2	7	-5	-4	-4.0	0	-11	108
COc1ccc(NC(=S)NC2CCS(=O)(=O)C2)cc1 (configuration not stated)
    -2	0	10	4	0	-1.8	0	0	101
CCN(CC)CCCNc1cc(C)nc2cc(-c3cccs3)nn12
    0	-12	-5	0	-12	-2.7	-1	0	99
CN(c1ccccc1)S(=O)(=O)c1cccc(NC(=O)c2ccncc2)c1
    3	-7	15	6	7	3.1	-5	0	93
CCCCn1c(N)c(N(CCOC)C(=O)CCCc2cccs2)c(=O)[nH]c1=O
    -3	-15	-9	8	-8	-1.2	-3	-11	106
O=C(CN(Cc1ccco1)C(=O)CNS(=O)(=O)c1ccc(F)cc1)NCCc1ccccc1
    0	-4	0	1	-12	0.6	0	-2	105
Cc1csc(NC(=O)c2cc(=O)[nH]c3ccccc23)n1
    2	-2	-4	5	-13	2.6	-3	0	95
CCOC(=O)C1CCCN(Cc2cc(OC)c(O)c(OC)c2)C1 (configuration not stated)
    -2	2	1	-1	-6	2.1	-1	-5	105
CCOC(=O)CON1C(=O)c2ccccc2C1=O
    -4	26	0	-4	-6	-1.5	1	-4	95
CCOc1cc(/C=C2\C(=O)N(Cc3ccco3)C(C)=C2C(=O)OC)ccc1O
    2	18	-2	-3	4	-1.2	0	0	143
N#C/C(=C/c1ccc(F)cc1)C(N)=S
    -1	6	-16	5	-20	-0.6	11	-8	115
CCCCCNC(=O)Cn1c(=O)c2c(ncn2CC(C)C)n(Cc2ccccc2)c1=O
    0	0	0	1	-2	-2.8	3	0	106
COc1ccc(N2CCN(S(=O)(=O)CCNC(=O)c3ccc(Br)o3)CC2)cc1
    -1	4	-1	-3	-15	1.6	-2	-2	91
COc1ccc(NC(=O)CSc2nnc(C)c(=O)n2N)cc1
    1	2	4	3	7	2.5	-3	-1	112
Cc1cc(C)c(NC(=O)c2ccccc2CCc2ccccc2)c(C)c1
    -1	9	2	5	-4	2.5	17*	-1	101
Cn1c(=O)c2sccc2n(Cc2ccccc2)c1=O
    1	2	2	-2	4	-1.2	1	-4	99
CCC(Sc1nc2ncccc2[nH]1)C(=O)NC1CCC(C)CC1 (configuration not stated)
    1	-14	3	3	-3	-0.3	-2	-3	86
Cc1nc(C)n(CC(C)C(=O)N2CCN(S(=O)(=O)c3ccccc3)CC2)n1 (configuration not stated)
    5	-26	1	-2	8	0.6	-1	-6	136
Cc1cc(C)c2c(N)c(C(=O)C(C)(C)C)sc2n1
    3	-2	3	-6	-5	-0.9	-1	-5	88
Cn1c(N)c(C(=O)c2cc(-c3ccccc3)nc3ccccc23)c(=O)n(C)c1=O
    2	-2	2	-1	21	-2.4	1	-11	88

The list goes on:
Results follow in this order: TPT1 inhibitor	JMJD2C inh	EBNA-1 inh	HCV core dimer	ZTA DNA inh	PP5 primary	Fh CTSL1 inh	PP1 counter	CR mimetic SO
COc1ccc(-n2c(C)nc3cc(C(=O)O)ccc32)cc1
    -3	-2	11	0	3	0.4	5	-4	111
Cc1c(/C=C2\NC(=O)NC2=O)c2ccccc2n1C
    -2	-4	4	-20	-6	1.6	1	1	98
O=C1NC(=O)/C(=C\c2ccc(Cl)nc2)S1
    -1	10	2	6	15	-0.4	-7	-4	98
O=S(=O)(NCCc1ccccc1)c1cccc2nsnc12
    -1	0	10	-4	14	-1.6	-2	-4	102
Cn1c(Cn2c3ccccc3c3ccccc32)n[nH]c1=S
    1	6	-1	0	2	-0.9	-4	-1	i
Cc1cccc(NC(=S)NC2CC3CCCC(C2)N3Cc2ccco2)c1 (configuration not stated)
    -1	2	1	-15	-19	2.4	0	3	110
CCn1c2ccccc2c2nnc(SCCN3CCOCC3)nc21
    -2	3	-10	-6	3	3.0	1	-1	100
CC(C)C[C@H](NC(=O)C1(c2ccccc2)CCN(C(=O)[C@H]2CSCN2C(=O)OC(C)(C)C)CC1)C(=O)O
    4	-1	5	-6	8	-2.7	4	-3	110
Cn1c(SCC(=O)NNC(=O)Nc2ccccc2)nnc1-c1ccccc1
    0	-1	3	-2	1	-2.3	-3	-4	99
COc1ccc(S(=O)(=O)N2CCCCC2)cc1NC(=O)CNc1ccccc1N1CCCC1=O
    nt	-6	nt	nt	-5	-0.9	nt	-3	99
COc1cc(/C=C/C(=O)c2ccc(NS(=O)(=O)c3ccc(C)cc3)cc2)cc(OC)c1O
    16	15	-3	1	21	0.4	1	-4	99
CN(C(=O)COC(=O)C1COc2ccccc2O1)c1c(N)n(Cc2ccccc2)c(=O)[nH]c1=O (configuration not stated)
    -1	81	0	2	8	-2.1	-3	-6	105
CCOCC(=O)Nc1cccc(-c2nc3cccnc3s2)c1C
    -3	-12	-14	-10	-10	3.3	0	2	101
O=C(CSc1nnc2ccc(-c3ccccn3)nn12)Nc1ccc(F)cc1F
    -2	7	-2	-1	-4	-1.3	-8	-7	101
O=C(CN1CCC2(CC1)OCCO2)c1c[nH]c2ccccc12
    4	-3	7	1	7	3.3	-3	-3	89
